Bioassay records deposited in PubChem BioAssay by several laboratories.
APP 5'UTR act – activators of APP 5'UTR luciferase reporter, primary screen, SH-SY5Y cells. SH-SY5Y APP 5'UTR luciferase reporter, luminescence; zero percent = DMSO vehicle wells. activation, % at 2 µM. hit rate 1% among 190,000. AID 1276, 2008;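 active = activation above a set limit, based on mean plus 3 SD of controls, cut at about 140% in these data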; note: values of inactives mirror those of a sister screen read the other way
TLR4-MyD88 BLA – inhibitors of TLR4-MyD88 association in cells, primary screen, cell-based, HeLa CL3-4, BLA complementation, FRET ratio. HeLa CL3-4 TLR4/MyD88 BLA complementation. Toll-like receptor 4 (Homo sapiens) + Myeloid differentiation primary response protein …. AID 861, 2007. hit rate 0.18% among 200,000. inhibition, % at 8.4 µM; in the data active = inhibition above about 25%;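 note: 0% = vehicle and 100% = reference inhibitor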
Target sequence (O00206 whole entry, looked up): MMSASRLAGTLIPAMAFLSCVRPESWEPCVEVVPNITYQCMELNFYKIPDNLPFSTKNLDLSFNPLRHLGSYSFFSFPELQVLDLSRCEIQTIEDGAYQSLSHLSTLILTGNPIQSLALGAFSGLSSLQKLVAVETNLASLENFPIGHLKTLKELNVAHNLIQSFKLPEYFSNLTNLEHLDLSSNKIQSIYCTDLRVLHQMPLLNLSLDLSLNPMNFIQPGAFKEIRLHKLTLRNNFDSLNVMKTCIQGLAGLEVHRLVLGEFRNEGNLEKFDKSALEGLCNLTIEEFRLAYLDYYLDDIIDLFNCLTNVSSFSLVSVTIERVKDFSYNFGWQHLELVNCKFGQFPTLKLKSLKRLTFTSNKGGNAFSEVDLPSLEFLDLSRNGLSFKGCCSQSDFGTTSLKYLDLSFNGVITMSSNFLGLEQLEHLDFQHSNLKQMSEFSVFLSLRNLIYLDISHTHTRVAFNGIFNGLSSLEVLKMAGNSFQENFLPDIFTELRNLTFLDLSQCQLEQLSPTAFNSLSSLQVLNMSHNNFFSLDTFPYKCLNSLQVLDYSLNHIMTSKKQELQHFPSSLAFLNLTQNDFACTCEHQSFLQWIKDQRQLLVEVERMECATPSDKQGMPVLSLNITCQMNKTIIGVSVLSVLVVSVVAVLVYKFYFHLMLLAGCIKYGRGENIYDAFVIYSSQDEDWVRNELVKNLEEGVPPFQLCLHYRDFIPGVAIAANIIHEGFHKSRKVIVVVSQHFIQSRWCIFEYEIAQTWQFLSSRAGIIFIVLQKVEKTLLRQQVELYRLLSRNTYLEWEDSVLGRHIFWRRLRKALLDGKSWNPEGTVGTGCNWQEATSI
Target sequence (Q99836 whole entry, looked up): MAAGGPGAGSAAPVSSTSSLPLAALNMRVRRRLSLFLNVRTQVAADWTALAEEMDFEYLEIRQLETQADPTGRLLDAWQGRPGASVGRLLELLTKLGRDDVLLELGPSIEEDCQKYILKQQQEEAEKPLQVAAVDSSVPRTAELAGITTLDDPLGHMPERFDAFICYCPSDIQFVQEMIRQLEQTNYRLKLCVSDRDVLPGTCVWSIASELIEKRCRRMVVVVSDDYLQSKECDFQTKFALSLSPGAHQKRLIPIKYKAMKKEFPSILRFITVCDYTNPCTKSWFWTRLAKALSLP
NF-kB neuron act – activators of NF-kB expression in neurons, primary screen, cell-based, HTS; fold change at 12.5 µM; human neuronal cells, NF-kB reporter expression; hits give high values; hit rate 1.6% among 190,000; in the data active = fold change above about 3.3
Diaph inh CS – diaphorase inhibitors and chemical oxidizers, primary screen, counter-screen for diaphorase-coupled primary assays, biochemical, uHTS, resorufin fluorescence; hit rate 0.69% among 190,000; inhibition, % at 20 µM; AID 1217, 2008; diaphorase resazurin-to-resorufin fluorescence, NADH, 16 min; bacterial (C. kluyveri) enzyme, not human;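 active = primary screen inhibition at 20 µM above a set limit, cut at about 50% in these data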;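 note: plate controls were DMSO with full reaction for no effect and wells lacking NADH for full effect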
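Assay system – diaphorase enzyme from Clostridium kluyveri · Amount – diaphorase 0.14 U/mL (working solution) · Times – reaction incubation of 16 min at room temperature · Controls – No-NADH positive control and DMSO neutral control · Signal – resorufin fluorescence 544/590 nm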
Diaphorase act – compounds boosting diaphorase resazurin reduction – biochemical, uHTS, resorufin fluorescence, counter-screen for diaphorase-coupled primary assays, primary screen; activation factor at 20 µM; hit rate 0.005% among 190,000; Diaphorase/resazurin coupled assay, 16 min; hits give high values; 1 = vehicle wells, 0 = NADH-free wells;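 active = diaphorase activity raised at least twofold by the compound at 20 µM; inactive = activation factor below 2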
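Material: bacterial diaphorase enzyme (C. kluyveri); amount: enzyme 0.07 U/mL final; reagent: NADH substrate 0.114 mM plus resazurin dye 0.1 mM, final; doses: single compound dose of 20 µM, 1% DMSO final; timing: 16 min enzyme reaction, ambient temperature; measured by: fluorescence of resorufin, 544 nm excitation, 590 nm emission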
FLuc act counter – FLuc activators, initial screening, artefact control for FLuc-dependent activation tests, biochemical, ATPlite luminescence | Luciferin 4-monooxygenase (Photinus pyralis), P08659 | ATPlite luciferase biochemical, 10 min; 0 = ATP-free wells, 1 = DMSO control | activation factor at 10 µM | 200,000 tested, under 10 active | AID 1027, 2008;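 active = luciferase activation factor, scaled between plate controls, of at least 2 with compound at 10 µM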
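System: luciferase plus luciferin reagent, cell-free; medium: PBS as buffer for the ATP substrate; dosing: test compounds dosed from 2 mM stocks in 100% DMSO; timing: 10 min post-reagent at room temperature; measured by: luminescence measurement of luciferase light output; evaluation: luciferase activation, seen as luminescence increase over controls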
G6PDH CS – L. mesenteroides G6PDH inhibitors, counter-screen for G6PDH-coupled screening assays, biochemical, Leuconostoc mesenteroides enzyme | glucose-6-phosphate dehydrogenase [Leuconostoc mesenteroides] | Purified L. mesenteroides G6PDH, diaphorase/resazurin coupled fluorescence, 45 min | inhibition, % at 5 µM | hit rate 0.12% among 200,000; in the data active = inhibition above about 50%
FLuc inhib CS – firefly luciferase enzyme inhibitors, primary screen, artefact control for luciferase-based inhibitor screens, biochemical, luminescence, ATPLite; Luciferin 4-monooxygenase (Photinus pyralis), P08659; 10 min; inhibition, % at 10 µM; hit rate 1.5% among 200,000; AID 1006, 2008;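 active = inhibition above about 50% when tested at 10 µM, limit read from the data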
APP 5UTR inh – inhibitors of APP translation via 5'UTR reporter, primary screen, APP 5'UTR luciferase, SH-SY5Y cells; AID 1285, 2008; hit rate 0.82% among 190,000; inhibition, % at 2 µM; SH-SY5Y APP 5'UTR-luciferase reporter, luminescence;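 active = inhibition above a set limit, derived from the sample mean plus 3 SD, cut at about 45% in these data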; note: values of inactives mirror those of a sister screen read the other way
STAT1 activator – STAT1 signaling activators, primary screen, cell-based, HTS, luciferase reporter. hit rate 2.6% among 200,000. NIH 3T3 STAT1-luciferase reporter, IFN-gamma, luminescence; 100% = IFN-gamma alone, no compound. activation (% of control), % at 5.5 µM. AID 932, 2007;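 active = activation above the screen-wide mean activation plus 3 SD, cut at about 130% in these data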;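 note: raw ratio to IFN-gamma control signal so 100% means no change and 0% no light; values of inactives mirror those of a sister screen read the other way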
* = called active by the depositor; · = not tested or not shown.

Compound,APP 5'UTR act,TLR4-MyD88 BLA,NF-kB neuron act,Diaph inh CS,Diaphorase act,FLuc act counter,G6PDH CS,FLuc inhib CS,APP 5UTR inh,STAT1 activator
CCN1C(=O)C2(C(C(=O)c3ccc(C)o3)=C(O)C(=O)N2CCCN2CCOCC2)c2ccccc21 (stereo not drawn),-1,-1,1.1,-4,1,1,6,-4,1,100
O=C(Nc1ccn(Cc2ccccc2F)n1)c1ccc(COc2ccc(Cl)cc2Cl)o1,6,-1,0.98,32,0.7,1,-7,-2,-6,105
CCOC(=O)c1ccc(NC(=O)CNC(=O)C2CCCCC2)cc1,9,-7,0.89,15,0.8,1,8,-1,-9,97
CSc1nc(C)cc(OCC(=O)N2CCOCC2)n1,13,-5,1.2,-11,1.1,1,22,-3,-13,106
CCOC(=O)c1[nH]c2ccccc2c1NC(=O)Nc1ccc(OC)cc1,6,3,1.1,14,0.9,1,2,-4,-6,87
COC(=O)c1ccccc1NC(=O)C(CCS(C)(=O)=O)NC(C)=O (stereo not drawn),3,0,0.99,9,0.9,1,0,-5,-3,103
CCOC(=O)c1ccc2ncc(C(=O)OCC)c(NCCCN3CCOCC3)c2c1,-11,-19,0.6,-7,1.1,1,4,-3,11,105
CC(=O)Nc1ccc(C(=O)N/N=C(\C)CC(=O)Nc2ccc(OCc3ccccc3)cc2)cc1,-4,-14,1,5,0.9,1,7,1,4,104
CCOC(=O)NC(NC(=S)Nc1ccc(OC)cc1)C(Cl)(Cl)Cl (stereo not drawn),-3,-3,1,7,0.9,1.1,6,-5,4,104
Nc1cccc(CCc2nc3ccccc3[nH]2)c1,-22,3,1.4,11,0.9,1,2,3,22,116

Looked up by structure from the entries so far (3):
Compound,APP 5'UTR act,TLR4-MyD88 BLA,NF-kB neuron act,Diaph inh CS,Diaphorase act,FLuc act counter,G6PDH CS,FLuc inhib CS,APP 5UTR inh,STAT1 activator
Nc1cccc(CCc2nc3ccccc3[nH]2)c1,-22,3,1.4,11,0.9,1,2,3,22,116
COC(=O)c1ccccc1NC(=O)C(CCS(C)(=O)=O)NC(C)=O (stereo not drawn),3,0,0.99,9,0.9,1,0,-5,-3,103
CCN1C(=O)C2(C(C(=O)c3ccc(C)o3)=C(O)C(=O)N2CCCN2CCOCC2)c2ccccc21 (stereo not drawn),-1,-1,1.1,-4,1,1,6,-4,1,100

The listing continues.
Compound,APP 5'UTR act,TLR4-MyD88 BLA,NF-kB neuron act,Diaph inh CS,Diaphorase act,FLuc act counter,G6PDH CS,FLuc inhib CS,APP 5UTR inh,STAT1 activator
CCOc1ccc(NC(=O)CN2CCN(C3c4ccccc4-c4ccccc43)CC2)cc1,4,12,1.2,20,0.8,1.1,5,-8,-4,100
COC(=O)NCc1ccc(Cl)c(Cl)c1,-12,11,1.1,20,0.8,1,4,-4,12,96
CCn1nc(C)c(CNC(=O)Nc2ccc3c(c2)OCO3)c1C,9,1,1.6,2,1,0.5,4,49,-9,115
Cc1ccc2nc(C3CCCN(C(=S)Nc4cccc(C)c4C)C3)[nH]c2c1 (stereo not drawn),5,1,0.69,17,0.8,1.1,-1,-6,-5,101
COc1cc(C2NCC(c3ccc(Cl)cc3Cl)c3c2[nH]c2ccccc32)cc(OC)c1OC (stereo not drawn),3,-2,0.71,21,0.8,1,5,-4,-3,101
C/C(=N/N=C(/N)SCc1ccccc1)C(C)(C)C,11,6,1.4,19,0.8,1,11,0,-11,111
CC(C)c1ccc2[nH]c3c(c2c1)CCCC3=O,17,-4,1.4,25,0.8,1.1,3,-6,-17,105
CC1CC(C)CN(c2nc3c(c(=O)n(C)c(=O)n3C)n2C)C1 (stereo not drawn),-10,-1,1.3,7,0.9,1.1,3,-7,10,92
Cc1ccc(S(=O)(=O)N2CCCC(C(=O)NCc3ccco3)C2)cc1Cl (stereo not drawn),-1,-2,1.1,13,0.9,1.1,3,-9,1,103
CCOC(=O)c1ccc(N(C(=O)c2cnccn2)C(C(=O)NC2CCCCC2)c2cn(C)nc2C)cc1 (stereo not drawn),17,2,1.1,-18,1.2,1,8,-2,-16,101
CC1(C(=O)NC2CCCC2)CCC(=O)N1Cc1ccccc1Cl (stereo not drawn),8,-7,1,-2,1,1,4,3,-8,94
COc1ccc(C2C(Oc3ccccc3C)C(=O)N2Cc2ccc(F)cc2)cc1OC (stereo not drawn),0,15,0.88,18,0.8,1,-1,-3,0,96
CCOC(=O)Cc1nn2c(=O)cc(C)nc2s1,4,6,1,6,0.9,1.1,-2,-7,-4,105
CC1CCCCC1NC(=O)C1Cc2ccccc2CN1S(C)(=O)=O (stereo not drawn),-9,3,1.2,1,1,1,4,-3,9,92
CC1CN(C2CCN(C(=O)c3cccc(Cl)c3)CC2)CC(C)O1 (stereo not drawn),12,-5,1.1,7,0.9,1.1,15,-5,-12,97
COc1ccc(-c2nn(-c3ccccc3)cc2C(=O)Nc2nccs2)cc1OC,-1,5,0.46,33,0.7,1,4,-2,1,92
COc1ccc(-n2c(SCC(=O)NNC(=O)c3ccc(C)cc3)nnc2-c2ccncc2)cc1,·,6,1.1,16,0.8,1.1,-9,-6,·,97
Cn1cnnc1SCC(=O)Nc1ccccc1,-10,3,1.1,7,0.9,1.1,-5,-6,10,106
CCN(CC)c1nc(Nc2ccccc2)nc(Oc2ccc(C(=O)OC)cc2)n1,7,1,1.1,14,0.9,1,0,-2,-7,91
CC(C)(C)C(=O)Nc1cccc2[nH]ncc12,12,-7,1.2,-6,1.1,1,16,-4,-12,104
COC(=O)c1cc(C(=O)OC)cc(-n2c(C)cc(C(=O)CC#N)c2C)c1,5,3,1,15,0.8,1.1,2,-5,-5,98
CN(Cc1ccc(F)cc1)C(=O)c1ccc2c(c1)NC(=O)CS2,-8,-6,1.1,14,0.9,1,10,0,8,102
COc1ccc(-c2cc(N3C(=O)Nc4ccccc4N3O)n[nH]2)cc1,14,-13,0.97,15,0.8,0.7,14,33,-14,101
C(=N\n1cnnc1)/c1cccs1,41,-14,1.1,11,0.9,1,26,-5,-41,101
COC(CNC(=O)c1ccc(Cn2c(=S)[nH]c3cc4c(cc3c2=O)OCO4)cc1)OC,5,13,1.1,10,0.9,1,16,1,-5,101
O=C(OC1CCCCC1=O)c1ccc(S(=O)(=O)Nc2ccccc2)cc1 (stereo not drawn),7,-8,0.77,15,0.9,1,7,-2,-7,97
COc1ccc(C2Nc3ccccc3C(=O)N2Cc2ccccc2)cc1CSc1ccccn1 (stereo not drawn),-8,11,0.95,16,0.8,1.1,2,-5,8,98
CC(C)[C@H](NC(=O)c1ccccc1)C(=O)N1CCc2ccccc21,-10,3,1.1,11,0.9,1.1,-11,-6,10,95
O=C(O)CNC(=S)N(Cc1ccco1)Cc1ccccc1Cl,0,-3,0.97,12,0.9,1,2,-4,0,104
Cc1nnc(SCC(=O)Nc2cccc(S(=O)(=O)N(C)c3ccccc3)c2)s1,31,-5,0.76,6,0.9,1,27,2,-31,85

4 of the entries above in order of their number in TLR4-MyD88 BLA, smallest number first.
Compound | TLR4-MyD88 BLA
CCOC(=O)c1ccc2ncc(C(=O)OCC)c(NCCCN3CCOCC3)c2c1 | -19
CN(Cc1ccc(F)cc1)C(=O)c1ccc2c(c1)NC(=O)CS2 | -6
CSc1nc(C)cc(OCC(=O)N2CCOCC2)n1 | -5
Cn1cnnc1SCC(=O)Nc1ccccc1 | 3

Continuation:
Compound,APP 5'UTR act,TLR4-MyD88 BLA,NF-kB neuron act,Diaph inh CS,Diaphorase act,FLuc act counter,G6PDH CS,FLuc inhib CS,APP 5UTR inh,STAT1 activator
COc1ccc(OC)c(C=Nc2ccccc2-c2nc3ccccc3[nH]2)c1,38,5,1.3,21,0.8,0.8,7,19,-38,122
CC1=NN(c2ccccc2)C(=O)/C1=C\c1cc(C)n(-c2ccccc2)c1C,50,-1,0.82,20,0.8,0.4,-20,63*,-50,103
CC(Oc1ccc(Cl)cc1Cl)c1ccn[nH]1 (stereo not drawn),20,-4,0.87,18,0.8,1.1,5,-9,-20,101
Cc1ccc(Oc2cc(C#N)c(C#N)cc2-n2nnc3ccccc32)cc1C,-8,10,1.1,1,1,1.1,-5,-9,8,102
Cc1cc(Cl)ccc1OC(C)C(=O)N1CCCN(C(=O)C(C)Oc2ccc(Cl)cc2C)CC1 (stereo not drawn),-19,6,0.44,13,0.9,1.1,14,-7,19,102
CCCOC(=O)/C=C/c1c(C)[nH]c(=O)[nH]c1=O,-2,8,1.1,8,0.9,1.1,9,-6,2,94
COc1ccc(-c2cc(C(F)(F)F)nc(SCCC(=O)N3CCN4CCCC4C3)n2)cc1 (stereo not drawn),-10,-6,1.1,5,0.9,1.1,-30,-8,10,102
COCCNC(=O)Nc1ccc2nc(-c3cccs3)c(-c3cccs3)nc2c1,-15,-7,0.42,30,0.7,1.1,22,-5,15,98
CCO/N=C(/C)c1c(O)cc(C(C)(C)C)n(-c2ccccc2)c1=O,15,2,0.86,-1,1,1,0,2,-15,91
COc1ccccc1C(CNC(=S)NCc1ccccc1)N1CCCC1 (stereo not drawn),14,-56,0.92,9,0.9,1.1,2,-6,-14,102
c1ccc(-n2ncc3c(N4CCC5(CC4)OCCO5)ncnc32)cc1,18,-12,3.1,13,0.9,0.8,1,16,-18,122

As entered above:
Entry for COc1ccc(OC)c(C=Nc2ccccc2-c2nc3ccccc3[nH]2)c1 under APP 5'UTR act: 38
Entry for COc1ccc(-c2cc(C(F)(F)F)nc(SCCC(=O)N3CCN4CCCC4C3)n2)cc1 (stereo not drawn) under NF-kB neuron act: 1.1
